XiGFP reactiv = X-chromosome reactivation activator | activation, % at 7.58 µM | XiGFP mouse fibroblasts, % GFP-positive cells imaging, 3 d; cells co-treated with 5-aza-dC sensitizer; scaled so ellipticine positive control = 100% | actives 0.055% (n = 360,000) | AID 743238;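 active = mean normalized replicate activation at least 10% and every replicate at or above 10%; inconclusive = only one of the two criteria met; inactive = mean below 10% and not all replicates reach 10%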;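 note: 0% = median of on-plate neutral control wells and 100% = ellipticine 6 µM median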
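Material: SV40-immortalized XiGFP fibroblast cells, line 68-5-11 | Buffer or medium: DMEM containing 5-aza-dC | Dosing: One concentration, pinned | Times: 3 d treatment, 15 min room-temperature fixation | Controls: Ellipticine 6 µM positive control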
Statin myotox sup = protects C2C12 myotubes from simvastatin toxicity; ATP luminescence, 48 h; scaled: DMSO 0, geranylgeraniol control 100; rescue of ATP level, % at 7.49 µM; actives 0.78% (n = 330,000); AID 602340;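 active = mean ATP rescue above about 67%, or every replicate alone reaching that limit, limit read from the data, passing the limit was not always enough; inconclusive = no clear call, values can overlap the other calls; inactive = mean under the limit and some replicate under it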;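 note: myotubes were challenged with 10 µM simvastatin during compound exposure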
Cneo AK release = Cryptococcus neoformans lysis via adenylate kinase release; lysis activity, % at 15 µM; actives 0.2% (n = 360,000); AID 651654; C. neoformans lysis, adenylate kinase release luminescence, 4 h; normalised: neutral wells 0, clomiphene wells 100;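 active = mean lysis activity across replicates of at least 80%, whatever share of replicates individually reach that level; inactive = mean lysis activity below 80%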
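read-out = cell lysis signal | test system = log-phase Cryptococcus neoformans yeast cells | input = cells at 5 × 10^6 per mL | medium = fresh YPD growth medium | signal = luminescent adenylate kinase detection reagent | timing = 4 h at 37 °C static, read 1 h later | dosing = single dose | controls = Clomiphene as positive lysis control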
ERAP1 HTS inh = blocks human ERAP1 aminopeptidase activity. Q9NZ08. recombinant ERAP1, Leu-AMC fluorescence, 60 min. inhibition, % at 10.7 µM. actives 0.15% (n = 340,000);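 active = mean replicate inhibition of at least 30%, or all replicates individually reaching that 30% level; inactive = mean below 30% and not every replicate reaching it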;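 note: 0% = neutral control wells and 100% = L-leucinethiol positive control wells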
Target sequence (Q9NZ08 whole entry, looked up): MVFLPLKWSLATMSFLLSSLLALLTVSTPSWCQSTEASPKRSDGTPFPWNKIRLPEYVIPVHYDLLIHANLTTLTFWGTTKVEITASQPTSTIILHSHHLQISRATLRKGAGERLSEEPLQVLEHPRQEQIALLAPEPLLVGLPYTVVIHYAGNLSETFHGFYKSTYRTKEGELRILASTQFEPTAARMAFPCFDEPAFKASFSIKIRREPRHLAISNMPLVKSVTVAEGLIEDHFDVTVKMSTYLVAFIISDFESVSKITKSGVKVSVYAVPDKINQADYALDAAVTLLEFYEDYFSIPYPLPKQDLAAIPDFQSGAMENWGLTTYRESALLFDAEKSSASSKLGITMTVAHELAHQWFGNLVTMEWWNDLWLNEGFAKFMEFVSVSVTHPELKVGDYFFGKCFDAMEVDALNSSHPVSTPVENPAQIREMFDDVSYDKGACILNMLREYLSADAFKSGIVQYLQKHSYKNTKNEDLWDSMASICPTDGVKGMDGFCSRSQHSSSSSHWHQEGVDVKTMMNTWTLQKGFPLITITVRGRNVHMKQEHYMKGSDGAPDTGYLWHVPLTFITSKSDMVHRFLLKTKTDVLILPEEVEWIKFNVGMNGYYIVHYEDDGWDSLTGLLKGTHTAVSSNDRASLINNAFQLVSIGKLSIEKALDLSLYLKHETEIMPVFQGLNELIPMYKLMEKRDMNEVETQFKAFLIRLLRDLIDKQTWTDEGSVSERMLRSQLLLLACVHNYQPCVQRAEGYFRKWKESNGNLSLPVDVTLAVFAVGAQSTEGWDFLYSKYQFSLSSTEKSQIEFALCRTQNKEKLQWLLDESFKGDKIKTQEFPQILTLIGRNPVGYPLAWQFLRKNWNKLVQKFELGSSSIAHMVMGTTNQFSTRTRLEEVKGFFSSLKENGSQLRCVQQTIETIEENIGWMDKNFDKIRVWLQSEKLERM
LGR2 antag = Drosophila LGR2 receptor signaling inhibition; HEK293 LGR2, CRE-luciferase, bursicon-stimulated, 4 h; inhibition, % at 9.99 µM; actives 0.35% (n = 380,000); AID 720647;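 active = drop in luminescence signal, shown as inhibition above about 50% in the replicate tests, limit read from the data, passing the limit was not always enough; inconclusive = probably only some replicates passing the limit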;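 note: agonist challenge used bursicon conditioned medium at about half maximal strength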
SIRT5 inh = inhibitors of human sirtuin-5 desuccinylase | Q9NXA8 | Purified SirT5, succinyl-peptide AMC, trypsin-coupled fluorescence | inhibition, % at 15 µM | actives 1.1% (n = 330,000); in the data active = inhibition above about 15%; inconclusive = no clear call, values can overlap the other calls
PGC1a acetyl inh = modulators of PGC1a acetylation; U2OS PGC1a acetylation, AlphaScreen anti-acetyl-lysine; with virally co-expressed GCN5 acetyltransferase; inhibition, % at 15.6 µM; actives 0.17% (n = 350,000);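 active = every replicate shows inhibition of at least 40%; inconclusive = mean inhibition at least 40% but some replicate below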;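 note: 0% = neutral control wells and 100% = positive control wells; some results beyond the cut were filed as inactive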
S100A4 inh HTS = blocks human S100A4 binding to myosin IIA peptide | P26447 | S100A4/TAMRA-MyoIIA peptide fluorescence polarization | inhibition, % at 10.7 µM | actives 0.14% (n = 360,000) | AID 652163;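 active = mean inhibition of at least 70% across replicates, with every replicate also reaching that level; inconclusive = mean inhibition reaches 70% but some replicates fall short; inactive = mean inhibition below 70%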
Target sequence (P26447 whole entry, looked up): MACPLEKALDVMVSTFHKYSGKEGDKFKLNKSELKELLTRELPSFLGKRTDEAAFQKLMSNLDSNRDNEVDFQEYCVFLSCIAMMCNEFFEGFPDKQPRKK
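Material: S100A4 monomer protein | Medium: HEPES pH 7.2 with CaCl2, KCl, NaCl, DTT, Triton | Reagent: Labelled myosin peptide probe, 5 nM | Doses: One dose per compound | Times: 5 min incubation before reading | Benchmarks: Neutral control DMSO, positive control TFP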
Numbers without * were called inactive; ? = inconclusive; · = no result given; & = joins results of further samples.

SMILES | XiGFP reactiv | Statin myotox sup | Cneo AK release | ERAP1 HTS inh | LGR2 antag | SIRT5 inh | PGC1a acetyl inh | S100A4 inh HTS
O=C(NNC(=O)C1CCN(Cc2ccc(Cl)c(Cl)c2)CC1)c1cccs1 | 0.1 | 3 | 15 | 0 | -15 | 14 | · | 1
Cc1noc(C)c1S(=O)(=O)N(C)C[C@@H]1Oc2ccc(NC(=O)CCCCCC(=O)Nc3ccccc3N)cc2CC(=O)N([C@@H](C)CO)C[C@H]1C | -1.3 | · | · | -2 | -11 | · | 4 | 6
CSC1=NCCN1C(=O)Cc1cccs1 | -0.1 | 14 | -1 | · | -7 | · | 4 | -4
CCNC(=O)CC1C(=O)N(c2ccc(F)cc2)C(=S)N1CCc1ccncc1 (stereo not drawn) | 0.5 | · | · | 5 | 8 | -2 | 5 | 0
CC(=O)Nc1ccc(/C=C/c2nc3ccccc3o2)cc1 | 0.2 | 6 | -5 | 2 | -1 | -1 | -6 | -7
CC1CCN(C(=O)c2cc3c(ccc4ccccc43)o2)CC1 | 0.2 | · | -1 | -2 | ? | 2 | · | -3
CN(C)S(=O)(=O)c1ccc2nnn(OCC(=O)NC3CCS(=O)(=O)C3)c2c1 (stereo not drawn) | 0.0 | -2 | -2 | 2 | 11 | -1 | · | -1
C[C@H](CO)N1C[C@H](C)[C@@H](CN(C)S(=O)(=O)c2cccs2)Oc2ccc(NC(=O)Nc3ccccc3)cc2C1=O | -1.0&0.4 | -1 | 1 | 5 | 1&8 | -3 | -5 | 5
COc1ccc(CNC(=O)C2CCC(CNS(=O)(=O)c3ccc(C)cc3)CC2)cc1 (stereo not drawn) | -0.1 | 0 | -2 | -1 | 20 | -3 | -19 | 4
O=C(Nc1ccc2c(c1)OCCO2)C(CCc1ccccc1)N1CCN(c2ccc(F)cc2)CC1 (stereo not drawn) | · | 12 | -4 | 0 | 15 | -2 | -21 | -5
c1ccc(N2CCN(Cc3cnc(N4CCOCC4)s3)CC2)cc1 | 0.1 | -1 | -1 | -6 | 14 | 1 | 12 | -14
O=C(Cn1nnc2ccccc21)N/N=C/c1ccco1 | 0.0 | · | · | -5 | 3 | -3 | · | -4
Cc1ccc(NC(=O)c2cncc(Br)c2)c([N+](=O)[O-])c1 | 0.1 | · | 1 | 0 | -24 | -1 | 1 | 14
C[C@H](CO)N1C[C@H](C)[C@@H](CN(C)Cc2cccnc2)Oc2ncc(C#CC3(O)CCCC3)cc2C1=O | -1.2 | 29 | 1 | 0 | -2 | -2 | 6 | -2
CCNC(=O)C[C@@H]1CC[C@@H]2[C@H](COC[C@@H](O)CN2C(=O)Nc2ccc(C(F)(F)F)cc2)O1 | 0.0 | -46 | 1 | 1 | 12 | 4 | 7 | 9
Cc1nn(C)cc1NC(=O)C[C@H]1CC[C@H]2[C@H](COc3ccc(NC(=O)c4cccc(F)c4)cc3C(=O)N2C)O1 | 0.0 | 5 | 4 | 0 | 11 | 3 | -4 | -17
O=C(C1CCCCN1S(=O)(=O)c1ccc(F)cc1)N1CCN(c2ccccc2F)CC1 (stereo not drawn) | -0.1 | 0 | 3 | 7 | -14 | -13 | · | 2
O=C(OCc1ccc(Br)cc1)c1cccnc1Cl | 0.2 | 4 | -2 | 0 | -6 | -15 | -18 | -3
O=C(N/C(=C\c1ccc(O)cc1)C(=O)N1CCCCC1)c1ccccc1 | 0.0 | -5 | 0 | -1 | 8 | 2 | 4 | -8
Cc1ccc(S(=O)(=O)N2CCCCC2)cc1NC(=O)C1CC(=O)N(Cc2ccccc2)C1 (stereo not drawn) | · | 2 | 1 | · | -7 | · | 7 | ·
COc1ccc(N2CCN(C(=O)CCS(=O)(=O)c3ccc4c(c3)NC(=O)C(C)S4)CC2)cc1 (stereo not drawn) | 0.3 | 4 | -2 | 2 | 8 | -5 | -11 | -3
COc1ccccc1[C@H]1C(c2ccc(F)cc2)=NN(c2ccccc2)[C@@H]1CO | 0.0 | 16 | 2 | · | 4 | 0 | -3 | -3
CCOCCCN(Cc1ccco1)C(=O)c1cc2c(=O)[nH]c3ccc(C)cc3c2s1 | 0.0 | -14 | -1 | -11 | 11 | 0 | -3 | -7
COc1ccccc1NC(=O)c1ccc(N)cc1 | · | -4 | 0 | -5 | 7 | 2 | -11 | -13
C[C@H](CO)N1C[C@H](C)[C@@H](CN(C)C(=O)c2cccnc2)Oc2ncc(-c3ccc(C#N)cc3)cc2C1=O | -1.1 | -1 | 0 | · | 20 | -1 | -1 | 14

(more compounds)
SMILES | XiGFP reactiv | Statin myotox sup | Cneo AK release | ERAP1 HTS inh | LGR2 antag | SIRT5 inh | PGC1a acetyl inh | S100A4 inh HTS
COc1cc(OC)c(C2NC(=O)CCC2[N+](=O)[O-])cc1OC (stereo not drawn) | 0.0 | 1 | 0 | -2 | 4 | 0 | -1 | 18
COc1ccc(S(=O)(=O)Nc2ccc3c(c2)C(=O)N([C@@H](C)CO)C[C@@H](C)[C@@H](CN(C)Cc2ccccc2)OCCCC[C@H](C)O3)cc1 | -0.1 | · | 1 | · | 17 | · | -6 | ·
CCc1ccc(C(=O)Nn2c(C)nc3ccccc3c2=O)cc1 | -0.1 | 23 | 2 | 0 | 6 | -8 | 5 | 2
O=C(c1ccccc1F)N1CC(=O)N2[C@H](CO)[C@@H](c3ccc(C#Cc4ccc(F)cc4)cc3)[C@@H]2C1 | 0.0 | · | · | 0 | 6 | 0 | 0 | -6
COCC(=O)Nc1ccc2c(c1)C(=O)N(C)C[C@H](OC)[C@H](C)CN(Cc1ccccc1)[C@@H](C)CO2 | 0.4 | -9 | 0 | 3 | -4 | 6 | -8 | -16
Fc1ccc(Nc2nc(N/N=C/c3ccco3)nc(N3CCCCC3)n2)cc1 | 0.4 | · | · | -1 | 11 | 0 | · | -3
Clc1cccc(-c2ccc3nccn3c2)c1Cl | 0.1 | 8 | 20 | 3 | 10 | 1 | 16 | -1
O=C(COc1cc(F)ccc1[N+](=O)[O-])NCCN1C(=O)CSC1=O | 0.3 | -2 | 0 | 3 | 19 | · | -6 | -3
COc1cccc(C2CC(c3cccs3)=NN2C(=O)CCC(=O)O)c1OC (stereo not drawn) | 0.0 | -4 | 0 | -8 | -1 | 1 | -9 | 5
COc1ccc(S(=O)(=O)NCCc2nnc3ccc(SCC(=O)Nc4cc(C)on4)nn23)cc1 | 0.0 | · | · | -3 | 12 | -2 | · | 5
C/C(=N/NC(=O)c1ccccn1)c1c[nH]c2ccccc12 | 0.0 | -9 | -2 | · | -59 | 2 | · | -3
COc1ccc(-c2cc(C(F)(F)F)c(C#N)c(=O)[nH]2)cc1 | 0.1 | · | 0 | -25 | -8 | -36 | -11 | 1
O=C(NCC[C@@H]1CC[C@H](NC(=O)Nc2cc(F)ccc2F)[C@@H](CO)O1)Nc1ccc(F)cc1 | -0.3 | 2 | 1 | -3 | 21 | -5 | -12 | -9
O=C(Nc1ccc(C(=O)N2CCCC2)cc1)C1CCCC1 | 0.0 | -2 | 2 | · | -5 | · | 11 | 22
C/C(CC(=O)Nc1cccc(F)c1)=N\NC(=O)C(=O)NC1CCCCC1 | 0.0 | · | · | 1 | · | -3 | · | -1
COC(=O)C(C)Sc1nc2c(c(=O)n(C)c(=O)n2C)n1CCC(C)C (stereo not drawn) | 0.1 | · | · | 7 | · | -1 | · | 1
OCc1ccc(-c2cc[n+](Cc3cc4c(cc3Br)OCO4)cc2)cc1 | · | · | 56 | -2 | · | 2 | 9 | 2
Cc1ccc(NC(=O)Cn2c(=O)oc3ccccc32)c(C)c1 | 0.1 | 6 | 0 | 0 | -10 | -4 | · | -5
Cc1ccc(S(=O)(=O)N(C)C[C@@H]2Oc3c(NC(=O)NC(C)C)cccc3C(=O)N([C@@H](C)CO)C[C@@H]2C)cc1 | -0.8 | -8 | 44 | 0 | -6 | -2 | -3 | 6
CCOC(=O)/C(C#N)=C\c1ccc(N2CCN(C/C=C/c3ccccc3)CC2)cc1 | 0.0 | · | · | 0 | -61 | 11 | · | -31
O=C(CSc1ncc(C(F)(F)F)cc1Cl)N1CCNC1=O | -0.1 | 5 | -2 | -3 | -20 | -4 | -3 | 11
Cc1ccc(S(=O)(=O)Nc2cccc3c2O[C@H](CN(C)S(=O)(=O)c2cccs2)[C@H](C)CN([C@@H](C)CO)C3=O)cc1 | 1.3 | · | · | -2 | 3 | 2 | 8 | -1
NC(=O)CCC(NS(=O)(=O)c1ccc(Cl)cc1)C(=O)NCc1ccc(Cl)cc1 (stereo not drawn) | 0.2 | · | · | -2 | 0 | · | · | -2
N#CCOc1ccc(C2=NO[C@@H]3[C@@H]4C[C@@H]([C@H]5C(=O)N(c6ccc7c(c6)OCO7)C(=O)[C@@H]45)[C@H]23)cc1 | -0.1 | · | · | 0 | 2 | -1 | 1 | -2
C[C@H]1CN([C@@H](C)CO)C(=O)c2cc(NC(=O)CCCN(C)C)ccc2O[C@@H]1CN(C)C(=O)Nc1ccc2c(c1)OCO2 | -0.8 | -12 | 1 | -1 | 5 | 0 | 1 | -1

Following part:
SMILES | XiGFP reactiv | Statin myotox sup | Cneo AK release | ERAP1 HTS inh | LGR2 antag | SIRT5 inh | PGC1a acetyl inh | S100A4 inh HTS
O=c1c2ccccc2c(-c2ccccc2)nn1-c1cc(Cl)cc(Cl)c1 | 0.0 | · | 6 | 5 | 10 | -2 | 4 | -4
COc1cc(NC(C)CCCNC(C)C)c2ncccc2c1OC (stereo not drawn) | 0.5 | 3 | -2 | 2 | -6 | · | · | 21
CCCCCCOc1ccc(N2C(=O)CC(N(CCc3ccc(S(N)(=O)=O)cc3)C(C)=O)C2=O)cc1 (stereo not drawn) | 0.1 | · | · | 4 | 6 | -3 | · | 13
CCOC(=O)Cn1cnc2c(cnn2-c2ccc(OC)cc2)c1=O | 0.1 | -1 | 0 | -4 | -23 | -1 | · | -3
O=S(=O)(c1ccccc1F)N1CCCCN2[C@H](CO)[C@H](c3ccc(-c4ccccc4)cc3)[C@H]2C1 | 0.1 | · | -2 | 0 | 4 | 3 | -6 | 1
CN1C(=O)c2cc(NC(=O)C3CCC3)ccc2OC[C@@H]2O[C@H](CC(=O)NCC3CCCCC3)CC[C@@H]21 | 0.0 | · | · | · | 15 | -7 | · | 3
CC1CCc2[nH]c3ccc(C(=O)O)cc3c2C1 (stereo not drawn) | 0.0 | 7 | 3 | 1 | 5 | -9 | 18 | -7
O=C(CC1NCCNC1=O)NC1Cc2ccccc2C1 (stereo not drawn) | 0.3 | · | 2 | 1 | · | 0 | -4 | 3
CCC(=O)Nc1ccc(C(=O)NNC(=O)c2ccccc2)cc1 | 0.3 | · | · | 0 | -8 | 0 | -18 | 0

Full records, looked up by structure. Screens in order: XiGFP reactiv, Statin myotox sup, Cneo AK release, ERAP1 HTS inh, LGR2 antag, SIRT5 inh, PGC1a acetyl inh, S100A4 inh HTS
`CN1C(=O)c2cc(NC(=O)C3CCC3)ccc2OC[C@@H]2O[C@H](CC(=O)NCC3CCCCC3)CC[C@@H]21` in the list: 0.0, ·, ·, ·, 15, -7, ·, 3
`CCOC(=O)Cn1cnc2c(cnn2-c2ccc(OC)cc2)c1=O` in the list: 0.1, -1, 0, -4, -23, -1, ·, -3
`O=C(CC1NCCNC1=O)NC1Cc2ccccc2C1` (stereo not drawn) in the list: 0.3, ·, 2, 1, ·, 0, -4, 3

Bioassay records deposited in PubChem BioAssay by Broad Institute.

An excerpt. The share of hits here may be higher or lower than overall.
